Bioassay records as filed in PubChem BioAssay.
HCV inhibitor = qHTS Assay for Inhibitors of Hepatitis C Virus (HCV); Huh7.5.1 HCVcc-Cre infection, luciferase reporter, 44 h; Potency, µM (doses to about 41.8 µM), for the others: top-dose activity change, negative = inhibition, usual class: inhibitors; 340,000 compounds, 3.4% hits; AID 651820, 2012
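Seed cells (1,000/well) for 4 h; treat with compound and infect with HCVcc-Cre, moi about 0.5. Incubate 44 h, then detect luciferase activity.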
Tb PYK inh = qHTS of Trypanosoma Brucei Inhibitors; Potency, µM (doses to about 76.8 µM), inactives show top-dose activity, negative = inhibition, hits mostly inhibitors; AID 624173, 2012; 410,000 compounds, 0.12% hits; TbPYK enzyme, Kinase-Glo Plus ATP luminescence, 45 min; pyruvate kinase (Trypanosoma brucei), Q57TT1; note: nearly all actives have a fitted effect of over 50% in size
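Enzyme and substrate buffer are dispensed first and compound is pin-transferred. ADP at 130 uM final then starts the reaction, which runs 45 min at room temperature. Detection reagent is added for 10 min before luminescence is imaged.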
* marks the source's active call; other numbers are inactive results; ? = inconclusive; & = joins results of further samples; [ ] = another dose, or the depositor's remark. Calls come from the whole dose curve; as a rule, active = well fitted curve in the direction sought with a large enough effect; inconclusive = small, poorly fitted or top-dose-only effect, or another doubt; inactive = no such curve, though single readings can be large; an effect the other way counts as inactive or inconclusive. % is set by controls: 0 for no effect and ±100 for the full control effect; potency is the fitted concentration of half-maximal effect. These rows are one share of the data (hit frequency here may not be typical).

Compound,HCV inhibitor,Tb PYK inh
Nc1ccc2c(c1)C(=O)c1ccc(N)cc1-2,?,-18%
CN(CC(=O)Nc1c(Cl)cccc1Cl)C(=O)Cc1ccsc1,13%,-2%
CN(CCc1ccccc1)C(=O)c1ccc(NC(=O)Cc2ccc(NC(=O)C3CCN(C(=O)C4CC4)CC3)cc2)cc1,-6%[8.37 µM],-2%
CC(=Nc1ccccc1)C1=C(O)C(CC(C)C)NC1=O (stereo unspecified),15%,-2%
O=C(O)c1ccccc1NCc1cccnc1,2%,4%
Cc1ccc(NC(=O)C2CCCC2)c(Br)c1,-10%,-3%
O=C(c1ccc(Cl)cc1)C1CCN(C(=S)Nc2ccccc2)CC1,?,-4%
CCC(CO)Oc1cc(NCc2ccc(C)c(C)c2)c2ncn(C(C)C)c2c1 (stereo unspecified),?,6%
O=C(O)c1ccccc1C1c2ccccc2Oc2ccccc21,8%,-1%
C=CC[C@@H](CC(=O)N[C@@H](CO)Cc1ccccc1)C(=O)NCCOC(=O)[C@@H](CC=C)Cc1ccc(F)cc1,8%,-2%
CC(=O)OCC1OC(n2c(-c3ccc(Cl)cc3)ccc(C#N)c2=S)C(OC(C)=O)C(OC(C)=O)C1OC(C)=O (stereo unspecified),11%,-14%
COc1ccc(/C=C/C(=O)OCC(=O)Nc2ncc(Cl)cc2Cl)cc1,-2%,-1%
O=C(C(=Cc1ccccc1)CN1CCCCC1)c1ccccc1,2.2µM*,-11%
CCN(CC(=O)Nc1ccccc1OC)Cc1csc(CC(=O)Nc2ccc(C)cc2)n1,?,7%
CC(=O)c1ccc(OCC(=O)Nc2cccc(C(=O)Nc3c(C)n(C)n(-c4ccccc4)c3=O)c2)cc1,0%,4%
CCOC(=O)C1CCN(CCCSc2ccccc2)CC1,11%,5%
O=C(Oc1ccccc1Cl)c1ccccc1,-11%,-18%
CC(=O)OCCc1c2ccccc2c(CCCN(C)C)c2ccccc12,-6%,6%
C[C@H](CO)N1C[C@H](C)[C@H](CN(C)Cc2ccccc2)Oc2ccc(NC(=O)Nc3ccc(F)cc3)cc2C1=O,?,-4%
Oc1c(C(c2ccccc2)N2CCOCC2)ccc2ccccc12 (stereo unspecified),?,-13%

Copied from the results shown for reference:
Compound,HCV inhibitor,Tb PYK inh
CC(=O)OCC1OC(n2c(-c3ccc(Cl)cc3)ccc(C#N)c2=S)C(OC(C)=O)C(OC(C)=O)C1OC(C)=O (stereo unspecified),11%,-14%
COc1ccc(/C=C/C(=O)OCC(=O)Nc2ncc(Cl)cc2Cl)cc1,-2%,-1%
O=C(C(=Cc1ccccc1)CN1CCCCC1)c1ccccc1,2.2µM*,-11%
CCN(CC(=O)Nc1ccccc1OC)Cc1csc(CC(=O)Nc2ccc(C)cc2)n1,?,7%

More results:
Compound,HCV inhibitor,Tb PYK inh
O=S(=O)(c1ccccc1)C1CC1(c1ccccc1)c1ccccc1 (stereo unspecified),2%,-3%
C1N2CN3CN1CN(C2)C3,24%,3%&-10%
CC(NC(=O)c1cc2c(=O)n(C)c3ccccc3c2n1C)c1ccc2c(c1)OCCO2 (stereo unspecified),-6%,0%
COc1ccc(CCNC(=O)CCCCC(=O)NCCc2ccc(OC)c(OC)c2)cc1OC,-3%,-6%
COc1ccc(CN(CC(O)COCc2ccccc2)S(=O)(=O)c2ccccc2Br)cc1OC (stereo unspecified),11µM*,2%
CC(C)(C)OC(=O)C[C@H]1C/C=C\C[C@@H](CC(=O)N[C@@H](CO)Cc2ccccc2)C(=O)N2CCC[C@H]2COC1=O,13%,1%
CC(=NN=C(C)c1ccc(O)cc1)c1ccc(O)cc1,?,0%
CC(C)(C)NC(=O)C(c1ccc(-c2ccccc2)cc1)N(C[C@H]1CC[C@@H]([C@@H]2CC[C@H](CO)O2)O1)C(=O)c1ccc2ccccc2c1 (stereo partly specified),?,2%
CCc1ccc(/C=C(\C#N)C(=O)NC2CCS(=O)(=O)C2)cc1 (stereo unspecified),-1%,-9%
O=C(COC(=O)c1cc[n+]([O-])cc1)Nc1ccc(Cl)cc1Cl,-7%,1%
O=C(CCS(=O)(=O)c1ccccc1)Nc1ccc(S(=O)(=O)Nc2nccs2)cc1,17%,6%
O=c1[nH]c(-c2ccccc2)cnc1-c1ccccc1,7%,-3%
NC(N)=N/N=C(\N=Nc1ccccc1)c1ccc(Cl)cc1,?,-2%
C[C@@]12C(=O)Nc3cc(F)c(F)cc3C(=O)N1[C@H]1c3cc(Cl)ccc3OC[C@@H]1[C@@H]2c1ccccc1,?,2%
Cc1ccc(-c2csc(NC(=O)c3c(C)noc3C)n2)s1,?,-11%
COc1ccc(C(=O)/C=C/NCc2ccc(C)cc2)cc1,-28%,2%
c1ccc(C2(CN3CCNC[C@@H]3CC3CCCCC3)CC2)cc1,22µM*,-1%
O=[N+]([O-])c1ccc(C=NNc2ccc(S(=O)(=O)O)cc2)cc1,5%,1%
COc1ccc(CCNC(=O)CCc2ccccc2)cc1OC,-2%,5%
O=C1OC=NC1=Cc1ccccc1,22%,-9%
O=C(NCCc1ccccc1)c1cc(-c2ccccc2)c(N2CCOCC2)s1,?,3%
CCN(CC)S(=O)(=O)c1ccc(N2CCOCC2)c(NC(=O)c2nn(C)c(=O)c3ccccc23)c1,-22%,-8%
O=C1c2c(O)cc(O)cc2O[C@H](c2ccc(O)cc2)[C@H]1O,-5%,4%
COc1cccc(NC(=O)c2nn(C)cc2Br)c1,7%,-20%
CC(C)(C)[C@H]1COC(=O)[C@H](NC(=O)OCC2c3ccccc3-c3ccccc32)C/C=C\C[C@@H](CC(=O)N[C@@H](CO)Cc2ccccc2)C(=O)N1,-2%,2%
COc1cc(/C=C/c2ccccc2)cc(OC)c1,?,4%
CCOC(=O)Cc1csc(NC(=O)c2cnc3scc(C)n3c2=O)n1,-4%,2%
Cc1ccc(C)c(Nc2cc(C)nc3ccccc23)c1,?,1%
CC(C)c1ccc(C(=O)CN2C(=O)NC3(CCc4ccccc43)C2=O)cc1 (stereo unspecified),?,6%
O=C(NCc1cccs1)Nc1cccc(Cl)c1,-14%,-22%
COc1ccc(/C=N/NC(=O)c2sccc2C)c2ccccc12,14%,-1%
COc1cc(-c2nnc(SCC(=O)Nc3ccc(C(=O)O)cc3)o2)cc(OC)c1OC,-2%,-3%
COC(=O)[C@H](Cc1ccccc1)NC(=O)Cn1cnc(C(=O)Nc2ccc(C)c(C)c2)n1,?,0%
CCN(CC)CCNC(=O)c1nn(-c2ccc(Cl)cc2)c2c1CCc1cc(OC)ccc1-2,?,-7%
O=C1CC(c2ccccc2)=NN1c1ccccc1,7%,1%
O=C(CN1CCCCC1)NC1CCc2cc3c(cc21)CCC3 (stereo unspecified),13%,1%
CC[C@]12c3[nH]c4ccc(OC)cc4c3CCN1C(=O)C(CC(=O)NCC13CC4CC(CC(C4)C1)C3)C[C@@H]2C(=O)N1CCN(C(=O)C2CC2)CC1 (stereo partly specified),-15%,1%
COc1cc2sc3ccc(C#CC4(O)CCCCC4)cc3c(=O)c2cc1OC,?,-3%
Fc1ccc2cc(CCO[C@H]3CCCCO3)ncc2c1,-3%,-1%
N#C/C(=C/C1=C(N2CCOCC2)C(=C/c2ccccc2)/CC1)C(=O)Nc1ccccc1F,-26%,-8%
N#Cc1ccc(Cl)cc1NC(=O)CSc1cccc[n+]1[O-],-8%,-10%
Cc1nc(SCC(=O)N2CCOCC2)c2c(=O)n(C)c(=O)n(CC(C)C)c2n1,-5%,-22%
COc1ccc(-c2noc(CCC(=O)N3CCN(c4ccccc4OC)CC3)n2)cc1,?,-4%
N#CC1(NC(=O)COc2ccc(C(N)=O)cc2)CCCC1,-1%,1%
O=C(NCc1ccccc1)c1ccc(NC(=O)C2CCCC2)cc1,?,-3%
O=[N+]([O-])c1ccc(/C=N/Nc2ncccc2[N+](=O)[O-])s1,-9%,-20%
Nc1nc(SCc2ccccc2Cl)c2ncn(C3OC(CO)C(O)C3O)c2n1 (stereo unspecified),0%,2%
COc1cccc(CN(C)C(=O)CCC(=O)c2cc(Br)ccc2OC)c1,?,1%
CC(C)(C)c1ccc(-c2ccc3c(c2)S(=O)(=O)c2ccccc2C3=O)cc1,10%,3%
C[C@]12CC[C@H]3[C@@H](CCC4=CC(=O)CC[C@@H]43)[C@@H]1CC[C@@H]2O,?,0%&2%

The listing continues.
Compound,HCV inhibitor,Tb PYK inh
CCC(CO)Oc1cc(NCc2ccccc2C(F)(F)F)c2ncn(C(C)C)c2c1 (stereo unspecified),1.3µM*,0%
COC(=O)c1nc[nH]c1[N+](=O)[O-],-14%,2%
CC(=O)Nc1ccc(SCC(=O)NC(=O)c2ccc(S(=O)(=O)N(C)C)cc2)cc1,-4%,-9%
CCc1nc2ccccc2c(=O)n1/N=C/c1ccc(Cl)cc1,-6%,4%
O=C(N/N=C/c1cccnc1)c1cc(-c2ccc(Cl)cc2)nc2ccccc12,-3%,5%
c1ccc(-c2ccncn2)cc1,11%,1%
CC(C)C[C@@H](CN1CCC[C@@H]1CN1C(=O)C(=O)NC[C@@H]1Cc1ccccc1)N1C[C@H](Cc2ccc(O)cc2)N(CC2CCCCCC2)C(=O)C1=O,?,-6%
Oc1ccccc1C=NNC(=S)Nc1ccc(F)cc1,?,0%
Cc1noc(NS(=O)(=O)c2ccc(NC(=O)c3cccc(S(=O)(=O)Nc4ccccc4F)c3)cc2)c1C,2%,0%
COC(=O)c1cc(CNC(=O)C2CC(=O)N(c3ccc4c(c3)OCCO4)C2)ccc1OC (stereo unspecified),3%,1%
COc1ccc(C(=O)OCC(=O)c2ccc[nH]2)c(OC)c1,?,-1%
COCCN(C(=O)c1cc(-c2ccc(F)cc2)nc2ccccc12)c1c(N)n(CC(C)C)c(=O)[nH]c1=O,5%,-6%
CC(C)CN(C(=O)COC(=O)c1cc2ccccc2cc1O)c1c(N)n(Cc2ccccc2)c(=O)[nH]c1=O,?,5%
O=[N+]([O-])c1cccc(COc2ccccc2CN2CCCC2)c1,?,0%
CCOc1cccc2sc(N(CCN(C)C)C(=O)CCS(=O)(=O)c3ccccc3)nc12,22%,0%
CN(C(=O)CNc1ccccc1Cl)C1CCS(=O)(=O)C1 (stereo unspecified),17%,-2%
CC[C@]1(C(=O)OC)[C@H]2C(=O)N(C)C(=O)[C@H]2[C@H]2CN=C(SCc3ccc(C#N)cc3)N21,?,5%
COc1ccc(CCC(=O)NCCOc2ccccc2Cl)cc1,8%,-6%
CCC1(CC)C(=O)NC(=S)N=C1N,10%,-3%
CCOC(=O)C(Cc1cc(N)c(Oc2ccc(OC)cc2)c(N)c1)NC(C)=O (stereo unspecified),-1%,-7%
C[C@@H]1CN([C@@H](C)CO)C(=O)Cc2cc(NC(=O)Nc3ccc(F)cc3)ccc2O[C@@H]1CN(C)Cc1ccc(Cl)c(Cl)c1,?,-4%
CN(C)CC1C2CCC(C2)C1O (stereo unspecified),15%,2%
CCc1cccc2c(C(=O)CN3C(=O)NC4(CCCCC4)C3=O)c[nH]c12,?,3%
Cc1ccc(Nc2nc(Cl)nc3ncn(C)c23)c(C)c1,-3%,2%
COc1ccc(-c2ccc3oc(-c4ccsc4)c(-c4ccc(OC)cc4)c3c2)cc1,?,3%
CC(=O)Nc1cccc(C(=O)NNC(=O)c2ccc(-n3cnnn3)cc2)c1,8%,-2%
Cc1cccc(C2=NN(c3ccc(Br)cc3)[C@@H](C(=O)N3CCOC3=O)[C@@H]2c2ccc([N+](=O)[O-])cc2)c1,?,-1%
CCN(C[C@H]1N[C@@](CC)(C(=O)OC)[C@H]2C(=O)N(Cc3ccccc3)C(=O)[C@@H]12)C(=O)Nc1ccc(C)cc1,-2%[8.37 µM],3%
Nc1c(Br)cc(Br)c2c1C(=O)c1c(cccc1S(=O)(=O)O)C2=O,8%,0%
CCC(C(=O)Nc1ccc(Cl)cc1)N1CCCC1=O (stereo unspecified),?,3%
CC(C)C1Cc2ccccc2-c2[nH]c(=S)[nH]c(=O)c21 (stereo unspecified),7%,-1%
NC(=O)c1ncn([C@@H]2O[C@H](CNCc3cccc4c3sc3ccccc34)[C@@H](O)[C@H]2O)n1,-4%,-2%
COc1ccc(CNC(=O)COC(=O)C2(C)CC2(Cl)Cl)cc1 (stereo unspecified),12%,1%
O=C(COC(=O)c1ccc(O)cc1)Nc1ccc(S(=O)(=O)N2CCOCC2)cc1,-1%,-10%
COc1cc(C(=O)N2CCN(S(=O)(=O)c3ccc(C(C)C)cc3)CC2)ccc1OCC(=O)N1CCOCC1,20%,-5%

Sorted by count of non-hydrogen atoms (descending): 3 of the compounds above
Compound,HCV inhibitor,Tb PYK inh
c1ccc(C2(CN3CCNC[C@@H]3CC3CCCCC3)CC2)cc1,22µM*,-1%
CN(CC(=O)Nc1c(Cl)cccc1Cl)C(=O)Cc1ccsc1,13%,-2%
CC(C)C1Cc2ccccc2-c2[nH]c(=S)[nH]c(=O)c21 (stereo unspecified),7%,-1%
